# TrxR1 substrate – qHTS Assay for Substrates of Mammalian Selenoprotein Thioredoxin Reductase 1 (TrxR1): qHTS; Thioredoxin reductase 1, cytoplasmic (Rattus norvegicus), O89049; purified TrxR1 substrate turnover, NADPH consumption readout; Potency, µM (top dose mostly 114 µM), for inactives: at the top dose activity change, negative = substrate turnover; 390,000 compounds, 0.01% hits; AID 588456, 2011; note: % is set by controls: 0 for no effect and ±100 for the full control effect; nearly all actives have a fitted effect of over 50% in size
#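 Rat TrxR1, dispensed at 90 nM, was prereduced with 400 uM NADPH (final) for 5 min at ~22 deg C, then incubated with compound 15 min before 400 uM selenite. A first-read NADPH fluorescence drop versus no-compound background flagged substrates.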
# Vif-A3F inh – qHTS for Inhibitors of Vif-A3F Interactions: qHTS | 390,000 compounds, 0.2% hits | Potency, µM (series often up to 46.1 µM), without a hit: at the highest dose activity, negative = active | HeLa A3F-eYFP + Vif (tagged APOBEC3F with the HIV-1 protein that degrades it), YFP fluorescence increase; note: % of control where 0% means no effect; nearly all actives have a fitted effect of over 65% in size
#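 HeLa cells stably expressing Vif plus C-terminally eYFP-tagged A3F were seeded, incubated overnight at 37 deg C, dosed with compound, incubated overnight again at 37 deg C. Yellow fluorescence (Ex 488/Em 500-530) reported blocked Vif-mediated A3F-eYFP degradation.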
# mIDH1 inhibitor – qHTS for Inhibitors of mutant isocitrate dehydrogenase 1 (IDH1): qHTS. Potency, µM (titrated, usually from 76.6 µM), inactives show at the top dose activity change, negative = inhibition, hits mostly inhibitors. AID 602179, 2012. Isocitrate dehydrogenase [NADP] cytoplasmic (Homo sapiens), O75874. IDH1-R132H enzyme, NADPH consumption, diaphorase/resazurin fluorescence. 390,000 compounds, 0.093% hits; note: % is set by controls: 0 for no effect and ±100 for the full control effect; nearly all actives have a fitted effect of over 65% in size
# Target sequence (O75874 whole entry R132H, stated change not applied): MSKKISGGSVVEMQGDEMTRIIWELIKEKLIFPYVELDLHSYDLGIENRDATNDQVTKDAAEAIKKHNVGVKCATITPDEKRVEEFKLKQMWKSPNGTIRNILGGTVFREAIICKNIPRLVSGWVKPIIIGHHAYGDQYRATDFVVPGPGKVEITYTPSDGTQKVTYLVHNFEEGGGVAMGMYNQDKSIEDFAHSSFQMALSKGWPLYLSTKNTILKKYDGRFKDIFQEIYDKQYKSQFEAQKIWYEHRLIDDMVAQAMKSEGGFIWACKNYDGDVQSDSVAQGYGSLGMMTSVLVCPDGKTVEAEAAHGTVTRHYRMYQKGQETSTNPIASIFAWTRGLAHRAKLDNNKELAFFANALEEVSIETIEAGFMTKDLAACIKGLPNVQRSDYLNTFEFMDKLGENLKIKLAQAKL
#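 IDH1-R132H (0.5 ug/mL dispensed) in pH 7.5 Tris buffer was preincubated 30 min with compound, then given a substrate mix of 0.016 mM NADPH and 2 mM alpha-KG for 80 min at room temperature; remaining NADPH was read by diaphorase/resazurin fluorescence.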
# Vif-A3G inh – qHTS for Inhibitors of Vif-A3G Interactions: qHTS. HeLa A3G-eYFP + Vif (tagged APOBEC3G with the HIV-1 protein that degrades it), YFP fluorescence, overnight. Potency, µM (top dose mostly 46.1 µM), inactives show at the top dose activity, negative = active, usual class: inhibitors. 410,000 compounds, 0.076% hits. AID 602310, 2012;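 note: % is set by controls: 0 for no effect and ±100 for the full control effect; nearly all actives have a fitted effect of over 60% in size; hits raise eYFP signal because A3G escapes Vif-driven loss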
# Target sequence (Q9HC16 whole entry, looked up): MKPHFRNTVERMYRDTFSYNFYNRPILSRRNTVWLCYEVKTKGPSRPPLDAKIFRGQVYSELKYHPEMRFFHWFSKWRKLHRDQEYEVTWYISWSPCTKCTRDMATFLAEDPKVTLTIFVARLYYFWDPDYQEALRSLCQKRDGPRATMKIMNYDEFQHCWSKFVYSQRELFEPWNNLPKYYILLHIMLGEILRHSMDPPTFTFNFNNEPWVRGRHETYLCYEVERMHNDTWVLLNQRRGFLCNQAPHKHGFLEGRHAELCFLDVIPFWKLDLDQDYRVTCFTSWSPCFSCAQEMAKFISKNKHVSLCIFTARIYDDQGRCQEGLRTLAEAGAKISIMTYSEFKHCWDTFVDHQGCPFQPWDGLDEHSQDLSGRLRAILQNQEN
#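 Read-out is eYFP fluorescence (Ex 488/Em 500-530) from Vif-expressing HeLa A3G-eYFP cells; more signal means A3G escaped Vif-mediated degradation. Cells plated overnight, compound pinned in, incubated overnight at 37 deg C.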
# RGS4 inhibitor – Inhibitors of Regulator of G Protein Signaling (RGS) 4: qHTS. Transcreener GDP fluorescence polarization, RGS4-accelerated GTP hydrolysis. Potency, µM (series often up to 114 µM), without a hit: at the highest dose activity change, negative = inhibition, most hits filed as inhibitors. 390,000 compounds, 0.039% hits; note: % is set by controls: 0 for no effect and ±100 for the full control effect; nearly all actives have a fitted effect of over 75% in size; some results filed as inactive show a strong effect at the top dose
# Target sequence (P49798 whole entry, looked up): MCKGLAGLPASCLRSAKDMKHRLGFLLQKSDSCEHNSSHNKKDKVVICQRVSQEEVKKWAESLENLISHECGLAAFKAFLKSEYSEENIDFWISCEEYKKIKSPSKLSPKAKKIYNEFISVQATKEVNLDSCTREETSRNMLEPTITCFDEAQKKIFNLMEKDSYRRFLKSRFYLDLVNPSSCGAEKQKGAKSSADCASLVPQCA
#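 MLSMR compounds (23 nl, pin-transferred) preincubated 10 min at room temperature with a 500nM (2x) first reagent, then RGS4 at 900nM (2x) plus Transcreener GDP mix added; fluorescence polarization (620/688 nm) read before and after 90 min at 30 °C.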
# USP1-UAF1 inh – Inhibitors of USP1/UAF1: Primary Screen; Ubiquitin carboxyl-terminal hydrolase 1 (Homo sapiens), O94782; recombinant USP1/UAF1, Ub-Rhodamine cleavage fluorescence; Potency, µM (highest dose often 57.1 µM), for inactives: top-dose activity change, negative = inhibition, actives largely listed as inhibitors; 390,000 compounds, 0.23% hits; AID 743255, 2014; note: % is set by controls: 0 for no effect and ±100 for the full control effect; nearly all actives have a fitted effect of over 60% in size; inactives centre near -12
#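 In this screen, compounds sit with the deubiquitinase complex (1nM) for 15 min at room temperature before Ub-Rho is added at 150nM final. Fluorescence rise is then followed for 6 reads every 60 seconds.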
# 12-LOX inh – Primary qHTS assay for inhibitors of human arachidonate 12S-lipoxygenase (ALOX12): Round 2 | purified 12hLO, xylenol orange hydroperoxide absorbance | Potency, µM (highest dose often 108 µM), without a hit: at the top dose activity change, negative = inhibition, hits mostly inhibitors | 580,000 compounds, 1.1% hits; note: % is set by controls: 0 for no effect and ±100 for the full control effect
#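 Hydroperoxide product was detected by ferrous iron/xylenol orange as the 573 to 405 nm absorbance ratio. Arachidonic acid at 40 uM (final) was turned over for 30 min at room temperature by 150 nM human 12hLO, pH 7.0 Hepes buffer, after 15 min compound preincubation.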
# RXFP1 agonist – qHTS Assay for Agonists of the Relaxin Receptor RXFP1; Relaxin receptor 1 (Homo sapiens), Q9HBX9; HEK293T-RXFP1 cAMP TR-FRET, 30 min; response scale: percent of porcine relaxin response, buffer zero; Potency, µM (series often up to 57.5 µM), for inactives: at the top dose activation, most hits filed as activators; 370,000 compounds, 0.3% hits; note: % is set by controls: 0 for no effect and ±100 for the full control effect; nearly all actives have a fitted effect of over 60% in size; many of its hits are not listed in these tables
#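 cAMP rise read by TR-FRET after 30 min, 37C compound exposure (up to 58 uM) in RXFP1-transfected HEK293 cells with Ro 20174 present. EC50 from Hill-equation fits, with 29 nM porcine relaxin as 100% and buffer as basal.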
# TrxR1 inh – qHTS Assay for Inhibitors of Mammalian Selenoprotein Thioredoxin Reductase 1 (TrxR1): qHTS; recombinant rTrxR1, NADPH fluorescence consumption, selenite substrate; Potency, µM (doses to about 114 µM), for the others: top-dose activity change, negative = inhibition, actives largely listed as inhibitors; 390,000 compounds, 1% hits; note: % is set by controls: 0 for no effect and ±100 for the full control effect; nearly all actives have a fitted effect of over 65% in size
#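 Rat TrxR1 (90 nM in the dispensed reagent) was pre-reduced with 400 uM NADPH for 5 min at room temperature, then incubated with compound for 15 min. After 400 uM selenite was added, NADPH fluorescence (Ex 340/Em 450 nm) was followed for 8 min.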
# * = called active by the depositor; ? = inconclusive; nt = no result given; & = joins results of further samples; [ ] = dose if it differs, or a comment. Calls come from the whole dose curve; as a rule, active = well fitted curve in the direction sought with a large enough effect; inconclusive = small, poorly fitted or top-dose-only effect, or another doubt; inactive = no such curve, though single readings can be large; an effect the other way counts as inactive or inconclusive. Potency is the fitted concentration of half-maximal effect. An excerpt, so the mix of outcomes need not match the whole.
SMILES,TrxR1 substrate,Vif-A3F inh,mIDH1 inhibitor,Vif-A3G inh,RGS4 inhibitor,USP1-UAF1 inh,12-LOX inh,RXFP1 agonist,TrxR1 inh
COc1ccc(S(=O)(=O)Nc2cc(C(=O)NCCC(C)C)ccc2N2CCOCC2)cc1,5.6%,-6.3%,5.4%,2.2%,-11.7%,-12.7%,23.3%,1.2%,14.1%
O=C(CSc1nnc(-c2ccncc2)n1Cc1ccccc1)NC1CCCCC1,-0.8%,0.4%,8.2%,-5.3%,-3.9%,-16.4%,16.2%,2.6%,18.2%
CC1Nc2nc(N(C)C)[nH]c(=O)c2NC1C (stereo not given),61.1%,9.4%,17.0%,2.4%,?,-20.7%,-25.6%,3.1%,-40.7%
CCN(C(=O)COC(=O)c1ccccc1NCc1ccco1)c1c(N)n(Cc2ccccc2)c(=O)[nH]c1=O,132.5%[activator],-4.6%,5.9%,-4.0%,-8.1%,-8.0%,18.2%,nt,?
Cc1ccc(C(NC(=O)NCCCN2CCOCC2)=C(Cl)Cl)cc1F,-1.9%,-8.8%,2.5%,-6.5%,4.0%,-16.4%,33.6%[activator][57.4 µM],-0.9%,4.6%
CCOC(=O)CSc1nnc(NC(=O)C2CC(=O)N(c3ccc(F)cc3)C2)s1 (stereo not given),4.5%,3.1%,11.4%,3.9%,-23.4%,-11.3%,39.8µM*,-1.1%,-10.9%
COc1ccc(CN2CCN(c3ccccn3)CC2)c(OC)c1,8.1%,3.6%,-3.9%,0.1%,-21.2%,-18.9%,?,0.1%,2.7%
COc1ccc(S(=O)(=O)Nc2ccccc2SC)cc1C,1.4%,-7.1%,7.6%,5.7%,6.6%,-22.7%,-18.9%,-0.9%,8.2%
COc1ccc(/C=N/NC(=S)NCCc2ccccc2)cc1,-14.0%,16.0%,0.4%,-0.7%,-8.0%,-12.0%,?,-1.5%,-11.8%
O=C(NCCSc1c[nH]c2ccccc12)c1ccco1,6.5%[57.1 µM],6.3%,0.0%,-3.9%,5.3%,-25.8%,-5.5%,1.0%,10.8%[57.1 µM]
COc1ccc2c(c1OC)C(=O)OC2Nc1ccccc1S(=O)(=O)C(F)F (stereo not given),1.7%[57.1 µM],-9.4%,-2.1%,-1.3%,16.0%,5.2%,9.3%,-0.8%,0.1%[57.1 µM]
O=C(C#Cc1ccccc1)c1cccc([N+](=O)[O-])c1,-3.6%,-13.0%,5.2%,-23.3%,?,-27.3%,-8.3%,-1.4%,0.1µM*
CCN1CCCC1CNc1ncnc2c1[nH]c1ccc(Cl)cc12 (stereo not given),-0.4%[2.29 µM],nt,2.0%,-1.3%,0.5%,-5.9%,0.0%,0.6%,-10.4%
COc1cccc(NC(=O)CSc2ncnc3c2oc2ccccc23)c1,5.3%,-6.4%,0.0%,0.1%,-4.8%,-18.4%,9.7%,?,7.7%
O=C(COC(=O)c1ccc2ccccc2n1)Nc1ccccc1Br,5.8%,-18.1%,7.3%,-9.6%,3.6%,-18.3%,?,nt,14.3%
CCCc1noc2c1/C(=N\O)CCC2,21.1%[57.1 µM],3.8%,-3.4%,-0.2%,-26.3%,-8.1%,0.0%,0.4%,17.3%[57.1 µM]
Cc1ccc(-n2ccnc(SCC(=O)NC3CCCCC3)c2=O)cc1F,7.4%[57.1 µM],-0.7%,2.6%,-4.8%,-45.7%,-18.4%,-16.7%,2.7%,14.2%[57.1 µM]
CCc1ccc(NC(=O)CCc2c(C)nn(-c3ccc(N4CCCC4)nn3)c2C)cc1,3.5%[57.1 µM],-13.8%,-2.1%,-7.1%,-8.9%,?,-2.6%&-6.9%,-1.1%,8.8%[57.1 µM]
CC(C)NC(=O)CSc1nnc(-c2ccco2)n1N,2.8%,4.0%,-0.5%,-4.3%,-13.5%,0.1%,-6.8%,2.8%,4.6%
COC(=O)c1sc(N)c(C(=O)OC)c1COC(=O)C1CC(=O)N(Cc2ccco2)C1 (stereo not given),4.9%[57.1 µM],-4.0%,-12.8%,-6.4%,-38.3%,-11.3%,-19.3%,3.2%,?
CCN(CC)S(=O)(=O)c1cccc(C(=O)Nc2nnc(C)s2)c1,6.5%[57.1 µM],-43.4%,-4.9%,-1.8%,14.7%,-18.0%,-8.9%,18.1%,17.5%[57.1 µM]
CCN1CCN(CCNC(=O)c2ccc(CS(=O)(=O)c3ccccc3C)o2)CC1,11.8%[57.1 µM],-2.8%,6.8%,2.4%,3.0%,-11.0%,0.0%,0.2%,14.2%[57.1 µM]
Cc1ccc(C(=O)N2CCC(Cc3ccccc3)CC2)cc1[N+](=O)[O-],7.9%[57.1 µM],8.1%,-2.8%,0.0%,3.2%,0.4%,2.5%,2.1%,14.9%[57.1 µM]
CC(=O)NC(CCS(C)(=O)=O)C(=O)Nc1nc(C)cs1 (stereo not given),19.5%,-4.6%,4.0%,-1.0%,8.9%,-2.0%,-11.3%,0.0%,23.2%
O=C(NCCCN1CCOCC1)c1cnccn1,-1.6%,1.3%,8.1%,-0.6%,0.3%,-20.6%,4.2%,1.3%,16.2%
CCOc1cccc(CC(=O)NCc2ccc3c(c2)CCN3C(=O)c2cccc(C)c2)c1OCC,-9.0%,-3.2%,5.7%,2.9%,13.1%,-10.9%,-6.8%,-0.4%,3.7%
Cc1ccccc1CN1CCC(n2nccc2NC(=O)CCCc2ccccc2)CC1,5.5%,2.7%,-7.1%,3.2%,-7.3%,-8.3%,-26.1%,-0.4%,28.8%
O=C(Nc1ccc(NC(=O)C23CC4CC(CC(C4)C2)C3)cn1)c1ccco1,-1.0%,-14.3%,3.7%,-6.8%,-28.5%,-4.4%,0.0%,2.3%,-8.5%
Cc1ccc(CNC(=O)Cc2ccc(NC(=O)N3CCSc4ncccc43)cc2)cc1,6.7%,-5.8%,18.7%,-2.9%,-10.3%,-9.9%,-10.9%,2.5%,31.5%
Cn1c(=O)c2[nH]c(NN=Cc3ccc(Br)cc3)nc2n(C)c1=O,-4.3%[2.29 µM],0.1%,-3.8%,-3.1%,-3.9%,6.3%,0.2%,nt,-1.6%[2.29 µM]
Cc1c(C(=O)OCC(=O)N2CC(C)CC(C)C2)oc2ccccc12 (stereo not given),6.6%[57.1 µM],2.9%,-2.2%,-5.5%,-7.5%,-13.8%,-18.9%,-0.9%,6.7%[57.1 µM]
Cn1c(=O)c2sccc2n2c(CCCC(=O)NC3CCCCC3)nnc12,-1.7%,-22.7%,-4.7%,2.3%,22.3%,10.0%,-4.7%,?,3.0%
O=C(COc1ccc(Cl)cc1)NCc1nnc(SCC(=O)c2ccccc2)o1,6.8%,1.6%,-0.1%,-1.1%,11.6%,-17.5%,141.0%[activator][57.4 µM],-0.9%,12.1%
O=C(CNS(=O)(=O)c1ccc(Cl)cc1)NNC(=O)c1cccnc1,1.7%[57.1 µM],1.7%,5.7%,2.6%,-25.6%,?,4.3%,0.2%,45.2%[activator][57.1 µM]
CCC(=O)Nc1cc(C(=O)OCc2ccc(C(=O)Oc3ccccc3)cc2)ccc1C,-13.7%,-4.2%,0.3%,-0.9%,-11.4%,-3.9%,-7.6%,3.8%,-10.2%
CN1CCN(C(=S)SCC(=O)N2CCCc3ccccc32)CC1,-7.3%,-1.9%,2.1%,0.6%,28.3%,1.2%,1.4%,-2.5%,-9.9%
Cc1ccccc1CNC(=O)C1CCCN(c2nnc(C)c3c(C)n(-c4ccccc4)nc23)C1 (stereo not given),19.5%,-15.6%,2.6%,-8.5%,17.5%,-16.0%,0.0%,2.3%,53.4%[activator]
COc1ccccc1OCc1ccc(C(=O)NCC(C)C)o1,-1.9%,16.9%,0.3%,0.5%,8.9%,-11.7%,-7.3%,-0.5%,12.1%
O=C(O)c1ccc(CNC(=O)c2ccc(C(F)(F)F)cc2)cc1,-3.5%[57.1 µM],9.9%,6.6%,0.9%,-24.4%,-6.9%,9.1%,0.1%,14.6%[57.1 µM]
Cc1cccc(/C=C2\Oc3cc(OS(C)(=O)=O)ccc3C2=O)c1,-5.7%,-6.5%,-4.4%,0.4%,-51.6%,-15.7%,-8.6%,0.2%,-10.9%

# Compound activity as filed in PubChem BioAssay.
